SIAH1 antagonists – blockers of Siah-1 interaction with plectin peptide – biochemical, fluorescence polarization, rhodamine-plectin, uHTS, primary screen (AID 1817) | displacement, % at 20 µM, or IC50 in µM where a hit was titrated | hit rate 0.02% among 290,000 | Siah-1 / rhodamine-plectin peptide fluorescence polarization; higher % means a stronger effect;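 active means displacement of at least 50% at 20 µM, with a fluorescence ratio check between 0.3 and a set limit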;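 further: plate controls were Siah plus tracer with DMSO for no effect and tracer alone without Siah for full effect; strong numbers were not always called active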
TNAP activation fold – human TNAP enzyme activators, primary screen, biochemical, luminescent, no phosphate acceptor, uHTS (AID 1001) | activation fold at 20 µM; hits with a dose series show EC50 in µM | hit rate 0.03% among 200,000 | purified TNAP, luminescent activation assay, no phosphate acceptor; higher activation fold means a stronger effect; in the data active means activation fold from about 3, or a potency from the dose series; inactive means the rest, 99 in 100 with activation fold below about 1.6; further: many of its hits are not listed in these tables
M17LAP inhibition – P. falciparum M17LAP inhibitors, primary screen, biochemical, fluorogenic H-Leu-NHMec substrate, 1536-well (AID 1619). inhibition, % at 30 µM; hits with a dose series show IC50 in µM. hit rate 0.38% among 220,000. recombinant M17LAP, H-Leu-NHMec fluorogenic kinetic assay; higher % means a stronger effect;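 active means compound inhibiting the enzyme by more than half at any dose during confirmatory dose-response retesting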;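 further: plate controls were full reaction with DMSO carrier for no effect and no enzyme background for full effect; strong numbers were not always called active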
Lipid droplet – modulators of hepatic lipid droplet formation. hit rate 0.4% among 240,000. AML12 mouse hepatocytes, oleate lipid droplets, BODIPY imaging. inhibition, % at 6.5 µM;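 active means lipid droplet intensity inhibited by at least 50%, with more than 500 cells counted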
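Assay system: AML12 mouse liver cells | Compound: 6.5 µM single-point dosing | Schedule: Overnight exposure | Technique: Fluorescence imaging, 20x objective, two fields per well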
human PMI inhibitors – MPI inhibition at elevated mannose 6-phosphate – biochemical, fluorescence intensity, high mannose 6-phosphate, primary screen (AID 1220) | recombinant PMI enzyme, coupled fluorescence intensity; higher % means a stronger effect | inhibition, % at 20 µM; hits with a dose series show IC50 in µM | hit rate 0.66% among 190,000
K1F lysis inhibition – inhibition of K1F phage lysis, E. coli UTI89, bacterial capsule biogenesis inhibitors, alamar blue (AID 488966); E. coli UTI89 K1F phage lysis, alamar blue, 2 h; higher % means a stronger effect; inhibition, % at 100 µM; hits with a dose series show IC50 in µM; hit rate 0.02% among 340,000;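 active means phage lysis inhibition, versus mean bacterial control, above a set limit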;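 further: capsule biogenesis inhibitors block K1F phage lysis so surviving cells raise fluorescence; higher fluorescence means more inhibition of phage lysis; actives were called in the ten point dose series up to 300 µM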
human PMI inhibition – inhibitors of human PMI, primary screen, biochemical, fluorescence intensity, coupled assay (AID 1209). one-dose inhibition, % at 20 µM; IC50 in µM for titrated hits. hit rate 0.42% among 190,000. purified PMI enzyme, coupled fluorescence intensity; higher % means a stronger effect;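 further: plate controls were DMSO vehicle for no effect and wells lacking substrate for full effect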
M1AAP inhibition – malaria alanyl aminopeptidase activity blockers – biochemical, fluorogenic H-Leu-NHMec substrate, 1536-well (AID 1445); hit rate 0.42% among 220,000; recombinant M1AAP, H-Leu-NHMec fluorogenic kinetic assay; higher % means a stronger effect; inhibition, % at 30 µM, or IC50 in µM where a hit was titrated;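 active means primary inhibition above the hit cutoff, then over 50% inhibition at one or more dose response concentrations, cut at about 23% in these data, passing the limit was not always enough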;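 further: plate controls were DMSO full reaction for no effect and no enzyme background for full effect; strong numbers were not always called active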
XIAP antagonists – XIAP antagonists, biochemical, IAP family, fluorescence polarization (AID 1018); hit rate 0.007% among 200,000; XIAP BIR domain, fluorescence polarization peptide displacement; higher % means a stronger effect; one-dose displacement, % at 20 µM; IC50 in µM for titrated hits; in the data active means displacement above about 50%; further: a part of the inactive calls stands beside numbers as strong as those of hits
Lipid droplet cells 6.5 µM – second read-out of Lipid droplet, no call of its own (marks repeat the call); cell count; measured here: cell count, cytotoxicity flag;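 cells counted across two imaged fields per well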
* marks the source's active call; other numbers are inactive results; i = inactive; . = no result given; [ ] = dose if it differs, or a comment. Unless noted, no stated cut-off is given here; in the data, active means inhibition above about 50%; inactive means the rest.

Value order – SIAH1 antagonists | TNAP activation fold | M17LAP inhibition | Lipid droplet | Lipid droplet cells 6.5 µM | human PMI inhibitors | K1F lysis inhibition | human PMI inhibition | M1AAP inhibition | XIAP antagonists
CC(=C/c1ccccc1)/C=N/NC(=O)c1ccc2nc[nH]c2c1
  9.5% | 1.7 | 15.6% | 7.2 | 669 | -12.5% | 0.5% | -13.6% | 1.1% | -2.0%
O=C1C2C3C=CC(CC3)C2C(=O)N1c1ccccc1[N+](=O)[O-] (stereo not given)
  0.5% | 1.1 | -4.4% | -6.7 | 729 | -27.6% | -1.0% | -27.5% | -3.5% | -8.2%
CCOC(=O)c1oc2ccc(S(=O)(=O)N3CCOCC3)cc2c1C
  -0.7% | 1.1 | -13.6% | . | . | 3.6% | 4.8% | 2.5% | -1.5% | -9.2%
O=C(NCc1ccc2c(c1)OCO2)C1CC(=O)N(C2CCCCCC2)C1 (stereo not given)
  4.7% | 1.1 | -4.3% | -5.0 | 727 | 5.0% | 3.2% | 12.4% | 11.9% | -5.3%
CCCC(=O)Nc1sc(C)c(C)c1C#N
  3.4% | 1.1 | . | 19.6 | 639 | 9.1% | -0.2% | 11.3% | . | 11.9%
Cc1c(C(=O)c2ccc(Cl)cc2Cl)cnc2cc3c(cc12)OCO3
  7.2% | 1 | 8.3% | 9.8 | 723 | 0.4% | 0.7% | 1.6% | 0.7% | -14.7%
CCOc1ccc(N2C(=O)CN(O)C=C3N=c4ccccc4=C32)cc1
  -4.2% | 1 | 2.5% | 26.1 | 713 | 16.1% | . | -4.9% | 6.6% | -7.7%
C=CCNC(=S)NCc1ccccc1OC
  3.0% | 1.1 | -0.7% | -9.0 | 616 | 0.9% | 0.7% | -4.7% | -0.6% | -3.2%
CCC(=O)Nc1cccc(C2=NOC3(C2)C[C@@H](C(N)=O)N(C(=O)c2cc([N+](=O)[O-])cc([N+](=O)[O-])c2)C3)c1 (stereo not given in full)
  -8.0% | . | 11.7% | -12.2 | 749 | . | 1.1% | . | 1.9% | .
CC(=O)c1c(C)[nH]c(C(=O)N2CCCCCC2)c1C
  2.7% | 1.1 | 2.6% | . | . | 5.2% | -1.2% | 4.1% | -3.9% | -1.2%
O=C(c1ccc2c(c1)OCCCO2)c1cccs1
  -1.0% | 1.1 | 12.7% | . | . | -7.5% | 0.0% | -5.3% | 1.7% | -2.8%
Cc1ccc(/S(C)=N/S(=O)(=O)c2ccc(C)cc2)cc1 (stereo not given)
  5.3% | 1 | 5.9% | . | . | -3.0% | 0.4% | -7.1% | 2.9% | -0.4%
O=C(NCc1ccco1)Nc1ccc2snnc2c1
  2.0% | 1.1 | 16.2% | . | . | -3.4% | 0.0% | -7.2% | 4.2% | -4.2%
COC(=O)C1=C(C)N(CCc2ccc(OC)cc2)C(=O)C1
  -2.2% | 1.1 | 12.6% | . | . | -19.8% | 0.9% | -25.1% | -0.7% | -6.0%
CC(C)CCNC(=O)c1cnn2c(C(F)(F)F)cc(-c3ccco3)nc12
  -5.3% | 1.1 | 7.2% | . | . | 7.7% | 2.6% | 0.5% | 3.9% | -6.1%
CC(/C=C/c1ccco1)=N\NC(=O)C(O)c1ccccc1 (stereo not given)
  9.1% | 1.1 | 21.6% | 2.3 | 677 | 10.8% | 0.0% | -3.3% | 12.1% | -1.8%
N/C(=N\OC(=O)c1cc([N+](=O)[O-])ccc1Cl)c1cccnc1
  4.6% | . | 1.1% | -8.3 | 746 | . | 0.2% | . | 1.0% | .
CCN1CCN(C(=S)c2ccc(-c3ccccc3)cc2)CC1
  -1.9% | 1.1 | 4.1% | 15.0 | 691 | 0.0% | 0.9% | -7.1% | 0.0% | -3.8%
CC(C)C(C)(C#N)NC(=O)CSc1nc(C2CCCCC2)n(-c2ccccc2)n1 (stereo not given)
  2.9% | 1 | -0.2% | -1.8 | 595 | -4.9% | -0.8% | -3.7% | 4.1% | -3.1%
CSc1nc2ccc(NC(=O)c3ccc(=O)n(C)n3)cc2s1
  4.5% | 1.1 | -2.2% | -30.2 | 674 | 0.8% | 0.1% | -3.0% | 9.5% | -3.5%
O=C1c2ccccc2C(=O)N1CCc1nc(-c2cccnc2)no1
  3.4% | 1.1 | 3.6% | -10.8 | 750 | 2.1% | 1.2% | 1.7% | 2.5% | 0.6%
CCc1nnc(NC(=O)c2ccc(OCc3c(C)noc3C)c(OC)c2)s1
  -0.1% | 1 | -6.1% | -5.4 | 624 | -7.0% | -0.4% | -3.4% | -1.6% | -15.3%
Cc1cc(Br)ccc1OCCNCc1ccccc1
  -1.7% | 1.1 | -5.5% | 2.1 | 748 | -13.3% | 3.8% | -13.6% | -4.0% | -1.8%
COc1ccc2[nH]c(=O)c(C(=O)O)cc2c1
  3.3% | 1.1 | -10.8% | -12.2 | 664 | 17.2% | 0.2% | 0.0% | 2.2% | -5.0%
CCOc1cc(S(=O)(=O)n2ccnc2)ccc1Cl
  2.6% | 1.1 | 0.4% | -0.2 | 659 | 4.0% | i | -7.0% | 7.5% | -3.4%
Cc1c(C(=O)Cc2ccccc2)n(C)c2ccccc12
  1.3% | 1.1 | -2.0% | -28.4 | 663 | 7.1% | 3.0% | 0.8% | -2.0% | -17.2%
COc1c(Cl)cc(Br)c(OC)c1C(=O)NC(=O)Nc1nc(C)cc(C)n1
  14.2% | . | -3.0% | 10.8 | 723 | . | -0.3% | . | -3.0% | .
Cc1ccc(/C=N/NC(=O)c2ccc3nc[nH]c3c2)o1
  -8.9% | . | 38.7% | -3.6 | 636 | . | -2.5% | . | 6.0% | .
Cc1ccc2c(c1)C(c1ccccc1)N(C(=O)c1ccc(Br)o1)CC(=O)N2 (stereo not given)
  -1.5% | 1.1 | 0.5% | . | . | 7.2% | 0.1% | 0.9% | 4.5% | .
CCC(C)N1CCNCC1 (stereo not given)
  5.3% | 1 | 5.2% | -3.6 | 639 | -10.5% | -0.4% | -4.4% | -1.5% | -4.0%

Continuation.
| smiles | SIAH1 antagonists | TNAP activation fold | M17LAP inhibition | Lipid droplet | Lipid droplet cells 6.5 µM | human PMI inhibitors | K1F lysis inhibition | human PMI inhibition | M1AAP inhibition | XIAP antagonists |
| --- | --- | --- | --- | --- | --- | --- | --- | --- | --- | --- |
| COc1cc([N+](=O)[O-])ccc1NC(=O)COC(=O)c1ccc(NC(N)=O)cc1 | 46.1% | . | -3.8% | -1.4 | 738 | . | -0.3% | . | 7.5% | . |
| O=C1c2ccccc2-c2c1cccc2C(=O)N1CCCCCC1 | 7.6% | 1 | -10.0% | -5.2 | 726 | -11.3% | -4.2% | -12.7% | -4.0% | -5.6% |
| COc1cc2c(cc1OC)C(C)N(C(=O)c1cccs1)CC2 (stereo not given) | -2.2% | 1.1 | 4.2% | -1.5 | 661 | 2.9% | 0.5% | 6.2% | 7.8% | 64.9% |
| C[C@@H]1NC(=O)[C@H](CCCN=C(N)N)NC(=O)c2cc([N+](=O)[O-])cc(I)c2OCC[C@@H](C(=O)NC(CC(=O)O)C(N)=O)NC1=O (stereo not given in full) | -1.3% | 1 | 33.5% | 14.1 | 778 | -6.7% | . | -9.7% | 6.8% | -10.9% |
| CC(=O)c1cc(CN2CCCCC2)cc(OC(C)C)c1 | -1.0% | 1 | 0.7% | 0.9 | 739 | -30.6% | 0.2% | -29.8% | 0.9% | -1.0% |
| CCNC(=O)c1sccc1-n1cccc1 | -2.8% | 1.1 | -0.7% | 9.9 | 808 | 4.4% | 2.0% | -4.9% | -0.2% | -4.4% |
| C=CCSc1ncc(C#N)c(N)n1 | 10.0% | 1.1 | 2.6% | 0.7 | 739 | -13.5% | 1.4% | -7.4% | -1.1% | -2.3% |
| CCOc1ccc(-c2nc(CCl)cs2)cc1OC | 2.2% | 1.1 | -5.6% | -14.7 | 679 | -13.2% | -0.3% | -26.7% | -5.5% | -6.1% |
| Nc1nonc1-n1nnc(C(=O)N/N=C/C=C/c2ccccc2)c1CSC1=NCCS1 | 3.4% | . | -7.0% | -15.5 | 658 | . | . | . | -0.7% | . |
| Cc1ccc(-n2nc3c(c2NC(=O)c2ccc4c(c2)OCO4)CS(=O)C3)cc1 (stereo not given) | 3.9% | 1.1 | -3.2% | . | . | -3.1% | -1.1% | -9.3% | 3.3% | 1.3% |
| CCCOc1cccc(-c2cc(C(=O)NNC(=S)NCC)c3ccccc3n2)c1 | -6.5% | 1.1 | -2.8% | -22.8 | 777 | -11.1% | 6.7% | -14.6% | -9.2% | -3.2% |
| FC(F)(F)c1cccc(Sc2cc(C(F)(F)F)nc(-c3ccccn3)n2)c1 | -4.4% | 1 | -4.0% | . | . | -6.9% | -0.4% | -0.9% | -3.0% | -7.2% |
| COc1ccccc1NS(=O)(=O)c1ccc(N/N=C/c2ccccc2OCC(=O)O)c([N+](=O)[O-])c1 | 8.2% | 0.8 | 47.8% | -1.8 | 686 | -10.9% | -0.7%[50 µM] | -28.4% | 13.1% | -6.1% |
| Cc1ccc(-n2nnnc2C(=Cc2ccc(N(C)C)cc2)c2nnnn2-c2ccc(C)cc2)cc1 | 2.1% | 1 | 6.8% | -2.6 | 732 | 1.9% | 0.1% | 3.7% | 3.2% | -17.2% |
| CCN(C(=O)C1CCCN1S(=O)(=O)c1cccc2nsnc12)c1ccccc1 (stereo not given) | 6.8% | . | -2.7% | -6.3 | 789 | . | 0.1% | . | -1.1% | . |
| Cc1cccc(N2C(=O)CC(c3ccc(F)cc3)C3=C2COC3=O)c1 (stereo not given) | 0.8% | 1.1 | 7.1% | -36.0 | 662 | -12.5% | 0.1% | -5.2% | 4.1% | -2.7% |
| CC(C)c1[nH]nc2c1C(c1cccc(OC(=O)N3CCOCC3)c1)C(C#N)=C(N)O2 (stereo not given) | 0.7% | 1.1 | 20.6% | -0.9 | 707 | 15.1% | 0.0% | 14.0% | 2.5% | -1.4% |
| CCOC(=O)c1c(N2C(=O)Nc3ccccc3N2O)sc2c1CCCC2 | 5.9% | 1.2 | -21.1% | 21.3 | 628 | -4.5% | -0.3% | 2.0% | 4.0% | 0.4% |

Taken from above.
M17LAP inhibition, COc1cc([N+](=O)[O-])ccc1NC(=O)COC(=O)c1ccc(NC(N)=O)cc1 stands at -3.8%
XIAP antagonists, CCCOc1cccc(-c2cc(C(=O)NNC(=S)NCC)c3ccccc3n2)c1 stands at -3.2%

Two of these compounds in a different format:
CCN(C(=O)C1CCCN1S(=O)(=O)c1cccc2nsnc12)c1ccccc1 (stereo not given)
  SIAH1 antagonists: 6.8%
  TNAP activation fold: .
  M17LAP inhibition: -2.7%
  Lipid droplet: -6.3
  Lipid droplet cells 6.5 µM: 789
  human PMI inhibitors: .
  K1F lysis inhibition: 0.1%
  human PMI inhibition: .
  M1AAP inhibition: -1.1%
  XIAP antagonists: .
CC(=O)c1cc(CN2CCCCC2)cc(OC(C)C)c1
  SIAH1 antagonists: -1.0%
  TNAP activation fold: 1
  M17LAP inhibition: 0.7%
  Lipid droplet: 0.9
  Lipid droplet cells 6.5 µM: 739
  human PMI inhibitors: -30.6%
  K1F lysis inhibition: 0.2%
  human PMI inhibition: -29.8%
  M1AAP inhibition: 0.9%
  XIAP antagonists: -1.0%

Screening results (PubChem)
